Screening data as filed in PubChem BioAssay.
NPR2 activator: GC-B (human) receptor activation | P20594 | HEK293-GC-B cells, CNP EC30, cGMP TR-FRET; 0% at EC30 CNP, 100% saturating CNP | activation, % at 10 µM | 0.11% of 370,000 active | AID 1920062;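 active = activation at 10 µM reaching about 35% in either raw or pattern-adjusted values, limit read from the data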
Target sequence (P20594 whole entry, looked up): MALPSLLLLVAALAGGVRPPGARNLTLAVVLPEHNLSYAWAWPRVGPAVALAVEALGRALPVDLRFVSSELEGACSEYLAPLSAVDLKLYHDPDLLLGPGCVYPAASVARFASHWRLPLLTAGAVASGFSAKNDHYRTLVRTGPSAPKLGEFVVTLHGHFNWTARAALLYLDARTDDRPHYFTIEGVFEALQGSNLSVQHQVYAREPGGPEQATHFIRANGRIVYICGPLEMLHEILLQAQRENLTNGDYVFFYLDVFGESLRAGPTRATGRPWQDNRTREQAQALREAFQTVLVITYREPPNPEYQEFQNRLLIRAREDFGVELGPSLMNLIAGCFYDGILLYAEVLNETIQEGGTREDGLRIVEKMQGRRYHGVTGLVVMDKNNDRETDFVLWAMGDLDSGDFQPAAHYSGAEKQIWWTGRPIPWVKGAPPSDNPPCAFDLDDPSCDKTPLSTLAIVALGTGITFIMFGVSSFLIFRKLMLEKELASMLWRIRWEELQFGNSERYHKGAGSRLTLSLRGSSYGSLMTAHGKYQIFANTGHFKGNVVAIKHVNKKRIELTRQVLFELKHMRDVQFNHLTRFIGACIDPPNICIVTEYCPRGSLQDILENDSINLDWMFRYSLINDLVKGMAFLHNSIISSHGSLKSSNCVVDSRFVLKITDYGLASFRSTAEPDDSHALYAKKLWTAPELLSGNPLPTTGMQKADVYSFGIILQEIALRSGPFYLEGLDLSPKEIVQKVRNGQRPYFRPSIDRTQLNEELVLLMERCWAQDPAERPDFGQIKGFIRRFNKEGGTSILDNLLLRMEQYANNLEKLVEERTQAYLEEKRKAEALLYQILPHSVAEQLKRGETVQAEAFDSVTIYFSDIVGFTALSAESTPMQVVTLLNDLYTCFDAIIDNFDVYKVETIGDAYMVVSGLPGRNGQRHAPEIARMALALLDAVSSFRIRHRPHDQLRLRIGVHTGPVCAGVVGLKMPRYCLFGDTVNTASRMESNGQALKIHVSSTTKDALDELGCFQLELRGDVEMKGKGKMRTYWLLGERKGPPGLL
DAX1 inh-1: blocks DAX1 repression of SF-1 activated StAR promoter | HEK293T StAR-luciferase reporter, SF-1/DAX-1 repression relief | inhibition, % at 6.8 µM | 1.1% of 370,000 active | AID 652010;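 active = inhibition above the mean over all tested compounds plus 3 SD, cut at about 3.6% in these data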;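 also: 0% = DAX-1 cells with DMSO and 100% = cells lacking DAX-1 with DMSO; higher inhibition means more luminescence from relief of DAX-1 repression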
hgDAF-12 ag: activates the H. glycines DAF-12 receptor ligand-binding domain; HEK293 GAL4-hgDAF12 UAS-luciferase reporter, agonist luminescence; normalized to butyrate control; activation, % at 6.8 µM; AID 687014; 1.8% of 370,000 active;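 active = activation above a cutoff set at the mean of all screened compounds plus 3 SD, cut at about 10% in these data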;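 also: 0% = DMSO wells and 100% = sodium butyrate wells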
hcDAF12 agonist: H. contortus DAF-12 activation, primary screen; HEK293 hcDAF-12 lit1-tk-luc reporter, luminescence; 0% DMSO, 100% Δ7-dafachronic acid; activation, % at 6.8 µM; 1.4% of 370,000 active; AID 652067;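 active = activation above the mean of all tested compounds plus 3 SD, cut at about 5.5% in these data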;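 also: 100% = response to 3 µM Δ7-dafachronic acid high control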
HGIII-sPLA2 inh: Blocks human group III sPLA2 activity. Q9NZ20. QFRET BODIPY PC-A2 liposome hydrolysis, fluorescence. inhibition, % at 12.2 µM. 0.56% of 370,000 active;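 active = inhibition above mean plus 3 SD of compounds lying within the high and low control bounds, cut at about 19% in these data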;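 also: 0% = median of test compound wells and 100% = no enzyme DMSO wells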
SMARCA2 act: SMARCA2 function activation, primary screen | MG213 cells, MMTV-luciferase reporter, dexamethasone, overnight | activation, % at 9.1 µM | 1% of 370,000 active; in the data active = activation above about 7.8%;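 also: 0% = vehicle wells and 100% = reference activator wells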
ssDAF-12 act: S. stercoralis DAF-12 activation, primary screen; HEK293 ssDAF-12/GRIP1 lit1-tk-luc reporter, luminescence; % of 3 µM dafachronic acid response; activation, % at 6.8 µM; AID 652126; 1% of 370,000 active;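 active = activation above the mean over all tested compounds plus 3 SD, cut at about 0.9% in these data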;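 also: 0% = DMSO-only wells and 100% = 3 µM delta7-dafachronic acid wells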
GAA850 FXN act: frataxin GAA850 promoter activation | HEK293 lucGAA850 FXN promoter luciferase reporter, 24 h; percent of 10 µM SAHA response | 0.56% of 360,000 active | AID 540364 | activation, % at 6 µM;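 active = activation above the average of all compounds screened plus 3 SD, cutoff fixed separately per campaign, cut at about 7.5% in these data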;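 also: 0% = DMSO wells and 100% = 10 µM SAHA wells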
GC-A act: GC-A (human) enzyme activation. P16066. HEK293 GC-A cells, cGMP TR-FRET, EC30 ANP; 0% at EC30 ANP, 100% saturating ANP. activation, % at 10 µM. 0.14% of 370,000 active. AID 1671463; in the data active = activation above about 40%
DAX1 inh-2: inhibits human nuclear receptor DAX1 | P51843 | HEK293 Gal4-DAX1 luciferase reporter, luminescence | inhibition, % at 6.75 µM | 0.99% of 340,000 active | AID 504766;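 active = inhibition above the mean over all tested compounds plus 3 SD, cut at about 4.2% in these data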;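 also: 0% = DAX1-transfected cells with DMSO and 100% = empty-vector control cells with DMSO; inhibition shows as a rise in luminescence from relieved DAX1 repression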
ADAM10 inh: inhibits human ADAM10. O14672. AID 720582. recombinant ADAM10, EDANS/DABCYL FRET peptide cleavage, 3 h. 0.62% of 370,000 active. inhibition, % at 7 µM;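 active = inhibition above a per-campaign cutoff equal to the mean of compounds falling between control-based bounds plus 3 SD, cut at about 20% in these data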;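 also: 0% = DMSO wells while the 100% control is not disclosed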
* hit, by the source's call; i = inactive; . = not tested or not shown. Compounds as they come; about 6.6% have a hit in one of these screens.

SMILES	NPR2 activator	DAX1 inh-1	hgDAF-12 ag	hcDAF12 agonist	HGIII-sPLA2 inh	SMARCA2 act	ssDAF-12 act	GAA850 FXN act	GC-A act	DAX1 inh-2	ADAM10 inh
CC(C)(C)NC(=O)C(c1ccccc1F)n1c(=O)c(-c2ccco2)nc2ccccc21 (centres undefined)	-13	4.3*	1.5	0.9	-11	2	-1.2	.	-6	.	-49
Cc1cccc(NC(=S)N(CCCN2CCOCC2)Cc2cn(C)c3ccccc23)c1	1	0.2	3.5	-0.1	6	5	-0.1	-3.4	-5	0.7	2
COc1ccc(-n2nc3ccc(NS(C)(=O)=O)cc3n2)cc1Cl	0	1.0	2.5	0.0	-20	3	-1.0	4.0	7	0.7	i
O=C(CCNS(=O)(=O)c1cccs1)N1CCN(c2ccc(F)cc2)CC1	1	-0.2	-0.6	-0.3	-3	-2	-0.6	0.6	1	-0.4	12
CC(=O)c1ccc(OC2(C)CCN(Cc3ccc(OC(F)(F)F)cc3)C2)cc1 (centres undefined)	0	-1.1	-0.6	-1.3	6	1	-1.4	-0.5	-1	.	-12
Cc1ccc(S(=O)(=O)Oc2cccc(N3C(=O)C4CC=CCC4C3=O)c2)cc1 (centres undefined)	1	-0.1	0.3	-0.5	-4	-2	-1.8	-0.3	2	8.0*	-16
CCOc1ccc2nc(SC3CC(=O)N(c4ccc(C)cc4)C3=O)sc2c1 (centres undefined)	-5	-0.1	2.0	-1.1	4	-1	-0.4	-0.2	9	0.3	0
Cc1nn(-c2ccccc2)c(C)c1/C=N/NC(=O)CSc1nnc(SCc2cccc3ccccc23)s1	-4	-0.2	-1.0	-0.4	-12	-2	-0.8	2.3	-2	0.6	2
O=C(Nc1cccnc1Cl)c1cccnc1Cl	-3	-0.5	-0.4	-0.7	0	0	-1.6	-0.1	9	-0.3	2
CC(C)Oc1cccc(C(=O)NC(=S)NCc2cccnc2)c1	-1	-2.0	-3.4	-2.1	15	-3	-2.1	2.9	-1	-1.4	-7
CCOC(=O)CC(NC(=O)Cc1ccccc1)c1ccccc1Cl (centres undefined)	1	-0.3	-1.4	-3.7	15	-2	-1.4	3.2	-8	-1.6	-2
CC(C)Cc1ccc(S(=O)(=O)Nc2cccnc2)cc1	-2	0.2	-1.8	2.1	-18	-3	-1.2	1.8	-2	1.2	10
O=C(O)c1cccc(CSc2nnc(-c3cccnc3)o2)c1	4	-0.2	-3.0	-0.3	4	-1	-0.7	0.6	1	0.3	-4
COc1ccc(OCCNC(=O)C(Cc2c[nH]c3ccccc23)NC(C)=O)cc1 (centres undefined)	-6	-0.7	3.1	3.0	-25	-2	0.8	2.1	-6	0.4	0
CCCc1nnc(NC(=O)CCC(=O)N2CCC(Cc3ccccc3)CC2)s1	6	-0.2	-2.5	-0.6	6	-4	-0.8	0.7	-3	0.6	-6
O=C(Nc1cccnc1)c1ccc(CN2CCc3ccccc3C2)cc1	-10	-2.7	-5.9	-2.5	-8	-6	-2.1	-0.8	-9	-2.1	-9
O=c1ccc(S(=O)(=O)N2CCCC2)c[nH]1	-5	1.1	2.6	-1.6	-3	-2	-1.4	3.8	-2	1.3	1
Cc1nn(CC(=O)NCCN2CCCCCC2)c(=O)c2nn(-c3ccccc3)c(C)c12	5	0.2	0.6	-0.6	6	-1	-0.6	-1.1	3	0.6	-7
CC(=O)Nc1ccc(-c2cc(C(=O)O)c3ccccc3n2)cc1	7	0.7	-3.1	-1.9	1	2	-0.5	1.6	-1	0.0	-270
O=C(OCC(=O)c1ccc[nH]1)c1ccc(C(F)(F)F)cc1	3	-0.1	3.5	1.4	5	2	-0.8	0.7	7	-0.1	-1

Some values from the results shown.
ADAM10 inh, `O=C(Nc1cccnc1)c1ccc(CN2CCc3ccccc3C2)cc1` is entered as -9
DAX1 inh-1, `O=C(O)c1cccc(CSc2nnc(-c3cccnc3)o2)c1` is entered as -0.2

(more compounds)
SMILES	NPR2 activator	DAX1 inh-1	hgDAF-12 ag	hcDAF12 agonist	HGIII-sPLA2 inh	SMARCA2 act	ssDAF-12 act	GAA850 FXN act	GC-A act	DAX1 inh-2	ADAM10 inh
COc1cc(C(=O)OCc2cc(=O)oc3c(C)c(C)ccc23)ccc1OC(F)F	-13	-0.2	-0.3	-0.3	0	0	-1.1	0.6	-10	-0.3	-3
Cc1cc2cc3c(N)[nH]nc3nc2cc1C	-8	0.6	4.9	3.3	-2	4	-0.1	7.3	-2	0.1	-3
O=C1CN(S(=O)(=O)c2ccccc2)CCN1	6	-0.6	-0.5	-0.7	-1	0	-0.3	-0.3	2	1.7	-6
Cc1ccc(NC(=O)Cc2nnc(SCC(=O)Nc3ccc(N4CCOCC4)cc3)n2C)cc1	-2	-0.7	4.3	0.2	3	0	0.2	1.5	0	0.9	-7
Cc1cc(C)c(C#N)c(SCc2ccccc2[N+](=O)[O-])n1	1	-0.9	-0.1	1.4	0	-6	-0.9	1.9	0	-0.7	0
c1ccc(-c2cc3cc4c(cc3cn2)OCO4)cc1	-9	1.6	13*	8.1*	2	5	1.4*	1.8	2	2.9	-5
COCc1ccc(C(=O)NC(C)c2cnn(-c3ccccc3C)c2C)o1 (centres undefined)	3	0.2	3.0	-0.7	-1	1	-1.7	0.2	-1	1.0	-1
CCN(CC(=O)Nc1cccc(OC)c1)CC(=O)Nc1ccc(C)cc1Cl	-3	-0.8	-1.0	-2.5	-8	-2	-1.9	-0.8	-2	-0.4	2
O=C(NCCN1CCOCC1)c1sc2cc(Cl)ccc2c1Cl	6	1.0	1.6	-1.1	8	0	-0.9	2.9	3	0.6	4
COCc1cc(=O)[nH]c(/N=C(\N)Nc2ccc(C)cc2C)n1	-3	-0.6	-0.8	-1.8	-2	-1	-1.5	2.0	1	-0.1	-2
CCOC(=O)N1CCN(C(=O)C[C@@H]2C(=O)N(CCc3ccc(Cl)cc3)C3=CCCC[C@]32C(=O)OCC)CC1	1	-3.0	-0.1	-4.5	-9	-2	-1.6	.	-2	.	1
Cn1c(=O)c2c(ncn2CCNC2=NCCCCC2)n(C)c1=O	5	0.6	0.9	-0.8	-3	1	-1.1	1.4	1	-0.1	0
COc1ccc(CNc2oc(COc3ccccc3)nc2C#N)cc1	-1	-0.3	3.6	-1.3	-22	0	-1.0	0.3	3	-1.2	9
C=CCNC1CCC12CCC(c1ccccc1)CC2 (centres undefined)	-5	.	0.9	3.3	4	.	-1.0	.	0	.	-5
O=C1NCCCC1C(=O)N/N=C/c1ccccc1O (centres undefined)	2	0.1	2.1	7.5*	8	-1	0.1	-0.1	5	2.7	-68
O=C(CN1CCN(Cc2ccccc2)CC1)Nc1ccc2c(c1)CCC2	-2	0.7	0.1	-1.3	-3	1	-1.7	2.2	3	0.0	4
Cc1nn(C)cc1C(C)NC(=O)c1cc(COc2c(F)cccc2F)on1 (centres undefined)	2	-0.5	-3.0	-0.1	0	-2	-1.8	2.9	1	-1.0	0
Cc1nonc1C(=O)N1CCCC(Nc2ccc(C(C)C)cc2)C1 (centres undefined)	1	-2.6	0.8	-1.5	14	-1	-1.5	2.2	0	0.7	18
CC1CN/C(=C\C(=O)c2ccccc2)C(=O)N1 (centres undefined)	4	1.7	8.1	1.2	2	-2	-0.8	0.4	0	0.5	-13
CC(OC(=O)C1CC(=O)N(Cc2ccco2)C1)C(=O)Nc1cccc(C#N)c1 (centres undefined)	-3	-0.4	-2.0	-1.6	-6	1	-1.1	1.1	0	-0.7	-7
COc1ccccc1C(=O)NC(=O)COC(=O)c1cccc(OC(F)F)c1	-6	0.4	3.0	-2.3	5	-1	-1.0	-0.2	-6	1.1	-1
CN(C)CCCN(C(=O)c1ccc(S(=O)(=O)N(C)Cc2ccccc2)cc1)c1nc2cc3c(cc2s1)OCO3	4	1.6	3.9	-1.2	-5	1	-0.8	-0.8	-5	-0.1	4
COc1ccc(NC(=O)C2CCC(N3C(=O)C4CCCCC4C3=O)CC2)cc1 (centres undefined)	-1	0.1	6.5	0.3	-9	-2	-0.8	4.2	-5	0.5	0
CCOC(=O)Cn1c(=O)n(C2CCCC2)c(=O)c2ccccc21	9	-0.9	-2.8	-1.5	5	1	-0.7	0.3	5	0.2	2
CCC(CO)Nc1ccc(-c2nn(C)c(=O)c3ccccc23)cc1[N+](=O)[O-] (centres undefined)	4	0.5	-2.1	0.0	0	1	-1.3	-0.3	0	0.9	6
CN(C)CCNc1nc(Oc2cccc(F)c2)c2sccc2n1	4	0.4	1.5	-0.8	-14	1	-1.4	2.9	-10	.	-14
Cc1nn(C)c(C)c1S(=O)(=O)NC1CCCc2ccccc21 (centres undefined)	4	0.1	-1.1	1.9	2	1	-1.3	0.5	0	-0.2	0
CN(CCc1ccccn1)Cc1ccc(Cl)cc1	-1	-0.9	-0.9	-0.8	3	0	-1.8	2.4	-7	0.1	-5
Cc1cc(N2CC(C)OC(C)C2)n2cc(-c3ccccc3)nc2n1 (centres undefined)	-2	0.5	1.3	-1.1	2	-1	-1.5	1.8	2	-0.5	-467
Cc1cc2ccccc2n2c(SCC(=O)NCC3CCCO3)nnc12 (centres undefined)	8	-0.6	-2.9	-0.5	12	-4	-0.9	.	3	.	-18
O=C(O)c1cc(NS(=O)(=O)c2ccc(F)cc2)cc(NS(=O)(=O)c2ccc(F)cc2)c1	3	0.0	2.0	0.6	-8	-1	-1.4	-0.3	-2	0.9	-4
O=C(COC(=O)C1=COCCO1)NCc1ccc(Cl)cc1	1	-0.5	-0.4	-0.5	0	0	-0.6	-0.7	-1	0.7	-2
CCOc1ccccc1NC(=O)c1cc(-c2cc(OC)c(OC)c(OC)c2)nc2ccccc12	5	-1.5	-2.8	-4.3	-14	1	-1.6	-1.8	5	-1.7	-3
Cc1ccc(NC(=O)COC(=O)Cc2csc(-c3ccc(Cl)cc3)n2)cc1C	-8	1.4	2.4	1.1	-12	5	-1.3	-0.9	8	1.2	1
COc1ccc(C)cc1S(=O)(=O)Nc1cc2c3c(c1)CCC(=O)N3CCC2	-1	2.1	-0.7	-0.6	-3	5	-0.9	2.8	-1	0.3	-2
CC1CC(N(C(=O)c2ccc(Cl)cc2)c2ccccc2)c2ccccc2N1C(=O)c1ccco1 (centres undefined)	1	-2.3	-3.7	-3.1	1	0	-1.7	-8.0	-2	-1.5	12
CC(=O)N1CCC(C(=O)NC2CCCc3c2cnn3-c2cc(F)cc(F)c2)CC1 (centres undefined)	0	2.7	1.9	-0.9	2	-4	-0.5	0.5	1	0.7	3
CCCn1nc(NS(=O)(=O)c2ccccc2)c2cc3cc(C)ccc3nc21	-8	0.1	-0.9	-0.9	2	0	-1.9	-1.9	-6	-0.3	-11
Cc1ccc(N(C(=O)CC2NC(=O)NC2=O)C2(C(=O)NC3CCCC3)CCCCC2)cc1 (centres undefined)	-6	0.1	0.6	-2.4	-3	1	-0.2	-1.6	-19	-1.3	2
